Assay outcomes from PubChem BioAssay.
TDP2 inh = TDP2 (human) inhibition, absorbance primary screen. recombinant TDP2, T5PNP hydrolysis, p-nitrophenol absorbance 415 nm. O95551. inhibition, % at 12.8 µM. actives 0.34% (n = 370,000);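 active = inhibition above the mean of all tested compounds plus 3 SD, set per campaign, cut at about 25% in these data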;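 note: 0% = DMSO with enzyme and 100% = buffer with substrate but no TDP2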
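System – recombinant human TDP2 · Quantity – TDP2 enzyme at 120 nM final · Doses – single concentration, 12.8 µM nominal, with 1% DMSO · Incubation – 2 h at 37 °C · Measured by – epi absorbance of p-nitrophenol freed from T5PNP by hydrolysis · Read-out – % inhibition relative to enzyme-containing and enzyme-free wells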
SIAE primary = human SIAE inhibition, primary screen; Q9HAT2; AID 1053197; SIAE FP-Rh probe binding, fluorescence polarization; actives 0.69% (n = 370,000); inhibition, % at 9.66 µM;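 active = inhibition above a cutoff: mean of compounds within the control limits plus 3 SD of those, cut at about 17% in these data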;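 note: 0% = plate median of compound wells and 100% = probe without SIAE protein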
Target sequence (Q9HAT2 whole entry, looked up): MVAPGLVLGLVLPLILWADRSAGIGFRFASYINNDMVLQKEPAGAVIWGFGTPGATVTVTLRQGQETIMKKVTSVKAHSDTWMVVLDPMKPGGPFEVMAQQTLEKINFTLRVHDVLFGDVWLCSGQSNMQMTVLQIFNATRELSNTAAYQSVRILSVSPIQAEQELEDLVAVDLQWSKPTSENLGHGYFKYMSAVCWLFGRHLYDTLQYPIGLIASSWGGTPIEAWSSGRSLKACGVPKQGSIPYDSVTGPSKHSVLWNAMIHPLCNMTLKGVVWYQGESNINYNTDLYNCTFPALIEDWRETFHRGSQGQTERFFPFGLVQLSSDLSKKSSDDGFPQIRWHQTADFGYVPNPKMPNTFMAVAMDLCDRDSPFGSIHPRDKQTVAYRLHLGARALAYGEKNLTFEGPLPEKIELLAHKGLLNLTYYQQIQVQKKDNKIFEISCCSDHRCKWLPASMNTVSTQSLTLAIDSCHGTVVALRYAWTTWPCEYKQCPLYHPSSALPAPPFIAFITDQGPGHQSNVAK
PRMT1 inh = blocks human protein arginine methyltransferase 1; recombinant PRMT1, activity-based probe fluorescence polarization; inhibition, % at 2.79 µM; Q99873; actives 1.3% (n = 370,000);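 active = inhibition above about 21% made by adding two undisclosed values, limit read from the data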
rCAG RNA binder = binds r(CAG) RNA repeats | inhibition, % at 3 µM | actives 1.3% (n = 370,000) | AID 651821 | r(CAG) RNA repeat, TO-PRO-1 dye displacement fluorescence;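 active = inhibition above the plate cutoff, the mean of all test compounds on that plate plus 3 SD, cut at about 35% in these data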;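 note: 0% = DMSO alone and 100% = 100 µM mitoxantrone as full dye displacement; higher means more dye released from RNA so lower well fluorescence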
HTRA1 inhibitor = blocks human HTRA1 serine peptidase; actives 0.5% (n = 340,000); AID 504803; Q92743; recombinant HTRA1, FP-rhodamine activity-based probe, fluorescence polarization; inhibition, % at 5.96 µM; in the data active = inhibition above about 36%;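 note: 0% = enzyme with DMSO and 100% = wells lacking enzyme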
Target sequence (Q92743 whole entry, looked up): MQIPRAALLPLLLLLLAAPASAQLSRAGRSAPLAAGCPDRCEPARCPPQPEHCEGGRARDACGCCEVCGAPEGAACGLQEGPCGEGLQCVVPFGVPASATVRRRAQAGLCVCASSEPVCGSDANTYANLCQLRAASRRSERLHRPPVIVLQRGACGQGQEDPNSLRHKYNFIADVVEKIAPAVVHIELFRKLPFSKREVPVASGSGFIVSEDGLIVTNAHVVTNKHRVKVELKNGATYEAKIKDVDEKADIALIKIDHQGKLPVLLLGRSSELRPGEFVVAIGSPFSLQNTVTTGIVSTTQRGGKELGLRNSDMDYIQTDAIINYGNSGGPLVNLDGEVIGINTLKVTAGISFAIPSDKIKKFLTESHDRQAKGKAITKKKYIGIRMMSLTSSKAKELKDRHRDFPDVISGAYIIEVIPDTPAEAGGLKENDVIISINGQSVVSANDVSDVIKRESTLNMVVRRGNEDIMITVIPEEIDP
mABHD4 FP = ABHD4 (mouse) inhibition, primary FP screen | purified mABHD4, FP-Rh probe fluorescence polarization | Q8VD66 | inhibition, % at 8.92 µM | actives 0.54% (n = 370,000) | AID 720543;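 active = inhibition exceeding the mean over every tested compound plus 3 SD, cut at about 30% in these data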;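 note: 0% = plate median of compound wells and 100% = S159A mutant with DMSO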
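Doses – 8.92 µM, single dose · Material – wild-type mouse ABHD4 protein · Replication – single well per compound (singlicate) · Measure – percent inhibition of probe binding, normalized to plate controls · Schedule – 45 min compound pre-incubation plus 60 min probe step, 25 °C · Detection – fluorescence polarization with parallel and perpendicular emission, 525/598 nm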
LEDGF integ inh = blocks HIV-1 LEDGF/p75-dependent DNA integration; TR-FRET IN-LEDGF/p75 DNA integration, Eu/Cy5; inhibition, % at 3.7 µM; actives 0.64% (n = 370,000); AID 743269;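 active = inhibition above the screen-wide mean plus 3 SD, cut at about 13% in these data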;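 note: signal is the Cy5 over europium emission ratio at 671 and 618 nm; 0% = plate median of compound wells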
GC-B act = GC-B (human) receptor activation; P20594; HEK293-GC-B cells, CNP EC30, cGMP TR-FRET; 0% at EC30 CNP, 100% saturating CNP; activation, % at 10 µM; actives 0.11% (n = 370,000);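 active = activation at 10 µM reaching about 35% in either raw or pattern-adjusted values, limit read from the data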
TCR-CD3 inh = human TCR-CD3 binding inhibition; TAMRA-labeled TCR probe fluorescence, biochemical; inhibition, % at 9.4 µM; actives 0.37% (n = 360,000); AID 651800; in the data active = inhibition above about 19%;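 note: recombinant mutant TCR 2C K166C tagged with TAMRA read by polarization; 0% = receptor in buffer alone and 100% = receptor with positive control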
MBD2 inh = blocks human MBD2 binding to methylated DNA; Q9UBB5; TR-FRET, MBD2 binding to methylated oligonucleotide; inhibition, % at 4.4 µM; actives 0.31% (n = 370,000); AID 686964; in the data active = inhibition above about 13%
* marks the source's active call; other numbers are inactive results; / = not tested or not shown.

canonical_smiles	TDP2 inh	SIAE primary	PRMT1 inh	rCAG RNA binder	HTRA1 inhibitor	mABHD4 FP	LEDGF integ inh	GC-B act	TCR-CD3 inh	MBD2 inh
NC(c1ccccc1)c1csc(NC(=O)Nc2ccc(OC(F)(F)F)cc2)n1 (stereo unspecified)	2	-18	3	41*	/	-21	0	-2	-3	4
O=C(COc1ccc(Cl)cc1Cl)c1ccc[nH]1	-7	-7	0	3	-6	0	1	2	-2	1
Cc1ccc(SCCC(=O)NCc2ccncc2)cc1	13	3	-2	2	2	-5	-3	0	-6	-2
CCc1nc(N)c(C#N)c(-c2ccco2)c1C	-19	-8	2	3	1	-10	4	8	-8	-3
Cc1cccc(OCC(=O)NNC(=O)Nc2cccc(Cl)c2)c1C	-2	-3	-2	-1	2	-5	1	-1	-3	1
Cc1cccc(-c2nc(C#N)c(NCc3ccco3)o2)c1	5	-3	-1	-3	-12	-3	5	-12	4	-1
CC(Oc1ccc(-c2ccccc2)c(F)c1)c1ccn(S(=O)(=O)c2ccc(F)cc2)n1 (stereo unspecified)	-6	-3	-1	4	-6	-23	1	8	-2	-1
C=C(C)COc1ccc2c(CC)cc(=O)oc2c1	-6	5	-2	2	-6	13	-2	-9	3	2
C[C@H]1[C@H](NC(=O)c2ccc(Cl)c(Cl)c2)CC[C@@]23CCCN2C(=O)CCC[C@@H]13	5	7	0	/	/	2	-1	-3	/	3
Cc1onc(-c2c(F)cccc2Cl)c1C(=O)OCC(=O)NC(=O)NCC(C)C	-9	-2	-3	-8	-4	-3	6	-2	2	-1
CCC(C)c1ccc(S(=O)(=O)N2CCN3CCCC3C2)cc1 (stereo unspecified)	10	-4	-1	-8	9	-3	1	-5	4	0
CCNC(=S)N(CCN(C)C)Cc1cc2cc(OCC)ccc2[nH]c1=O	-1	12	-4	-2	10	-6	6	-3	6	-1
CCCC(=O)Nc1ccc(N2CCCCC2)cc1	-14	-4	4	2	7	-16	2	3	-6	2
O=C(CC(Nc1ccc(Cl)cc1)C(=O)O)c1ccccc1 (stereo unspecified)	-3	6	13	10	-7	1	4	-3	-8	-5
CC1(C(=O)N(Cc2ccccc2)Cc2ccccc2)CC1(Br)Br (stereo unspecified)	5	0	1	-6	-23	2	1	-12	1	4
Cc1cc(C)cc(C(=O)N2CCC(C(N)=O)CC2)c1	3	11	-1	0	1	1	1	3	-1	-3
CCOc1cccc(Cc2c[nH]c(=O)[nH]c2=O)c1	-2	1	-3	1	-1	-3	-2	0	5	3
CCOc1ccccc1OCC(=O)Nc1ccc(Cl)cc1Cl	-9	2	2	-1	-7	-3	-3	-5	3	2
CCCC(CCC)c1nnc(NC(=O)c2ccco2)s1	0	-1	-3	-5	-3	-6	2	2	5	3
Cc1cc(C)n2nc(-c3cccc(Br)c3)cc2n1	-4	-3	-1	-1	-22	-6	-1	-10	7	3
Cc1ccccc1S(=O)(=O)Cc1ccc(C(=O)NC(C)c2ccccc2)o1 (stereo unspecified)	11	0	2	-1	3	4	1	6	7	-4
CCCCNC(=O)C(=O)Nc1cc2c3c(c1)CCC(=O)N3CCC2	-9	17	-1	-3	-1	7	-7	4	3	-6
C/C=C(\C)c1nnc(NC(=O)OCC)s1	4	-3	-2	2	-1	-3	-1	-4	13	-4
O=c1oc2ccccc2c(N2CCCC2)c1[N+](=O)[O-]	-11	-1	5	-3	1	-7	-1	2	-8	1
Cc1ccc2nc(SCC(=O)NC3CCCC3)nc(=O)n2c1	-22	-11	-5	-3	-1	-1	6	4	-1	-3

The final 2 records of the section above come first, to join the parts:
canonical_smiles	TDP2 inh	SIAE primary	PRMT1 inh	rCAG RNA binder	HTRA1 inhibitor	mABHD4 FP	LEDGF integ inh	GC-B act	TCR-CD3 inh	MBD2 inh
O=c1oc2ccccc2c(N2CCCC2)c1[N+](=O)[O-]	-11	-1	5	-3	1	-7	-1	2	-8	1
Cc1ccc2nc(SCC(=O)NC3CCCC3)nc(=O)n2c1	-22	-11	-5	-3	-1	-1	6	4	-1	-3
CC(=O)c1ccc(OC(=O)c2ccc(Br)o2)cc1	14	1	3	0	-1	6	1	2	0	10
CC(C)CC(=O)Nc1nnc(SCC(=O)Nc2ccc3c(c2)OCO3)s1	4	2	2	0	-7	6	-1	-4	-6	6
CC1(C)C(=O)OC(c2cccs2)C2(CCCCC2)C1=O (stereo unspecified)	7	4	-2	-5	-5	0	-1	3	-6	0
c1ccc([C@H]2CNCCN2CCc2cccc3ccccc23)cc1	-14	23*	-1	10	-3	13	-4	-11	0	-1
COc1ccc(S(=O)(=O)NC(C(=O)NCCc2ccccn2)C(C)C)cc1 (stereo unspecified)	0	-3	4	-2	3	8	-2	2	-4	-2
O=C(COC(=O)[C@@H]1CCCN1C(=O)c1cccs1)Nc1ccc(F)cc1[N+](=O)[O-]	3	0	5	0	1	3	-3	2	1	5
Nc1cc2ccncc2c2ccccc12	6	0	-1	0	10	8	-2	1	-5	3
CC(NCCS(=O)(=O)c1ccc(Cl)cc1)c1cccc(Cl)c1 (stereo unspecified)	9	-1	0	2	-2	0	2	-8	7	-1
Cc1cc(Cl)ccc1OCC(=O)OC(C)C(=O)N(C)C (stereo unspecified)	2	3	-2	-1	5	3	3	5	0	-1
CCN(CC)C(=O)Cn1cc(C(=O)C(=O)N2CCN(Cc3ccccc3)CC2)c2ccccc21	0	0	-6	-3	4	-1	-1	5	-1	-8
O=C1/C(=C\c2cccs2)SC(=S)N1C1CCS(=O)(=O)C1 (stereo unspecified)	-9	-1	0	3	0	3	4	-1	-7	-1
O=C(C[C@@H]1C/C=C\C[C@@H](Cc2ccc(F)cc2)C(=O)OC[C@H]2CCCN2C1=O)N[C@H](CO)Cc1ccccc1	11	0	-1	0	0	3	-4	3	0	-3
COC(=O)C1=CN(Cc2ccc(OC)c(OC)c2)C=C(C(=O)OC)C1c1ccc(O)cc1	0	-9	-3	-3	3	3	1	7	4	-2
Cc1ccc(NC(=O)COC(=O)Cn2c(C)csc2=O)cc1C	5	0	-2	-2	3	0	0	2	2	-4
Cc1cc(=O)[nH]c(=S)[nH]1	1	5	107*	0	7	0	-4	-4	-2	-3
Cc1ccc(-c2ccc(CCC(=O)O)n2C(C)C)cc1	6	-1	10	4	-1	-5	-2	-1	-1	9
CC(=O)NCCNc1nc2cc(-c3cscc3C)sc2c(=O)n1C	-3	-15	8	4	/	0	-5	-8	-2	0
CN(Cc1nccs1)C(=O)c1ccc(OC2CCN(Cc3ccccn3)CC2)cc1	15	2	-2	-9	-4	-3	-2	-2	5	0
Cc1cc(NC(=O)c2cc(C3CC3)on2)n(-c2ccccc2)n1	8	-3	-1	0	0	-2	-3	0	2	0
CC1CCc2nc3ccc(S(=O)(=O)N4CCC(C(=O)O)CC4)cc3c(C(=O)O)c2C1 (stereo unspecified)	3	-3	0	4	7	0	8	-3	5	-1
CCN1C(=O)CC(NCc2ccc3c(c2)OCO3)C1=O (stereo unspecified)	3	1	3	2	2	8	0	-1	3	-5
Cc1cc(C(=O)COc2ccc(C#N)cc2)c(C)n1CC1CCCO1 (stereo unspecified)	-12	3	9	12	/	-17	-2	3	-5	6
CCOn1c(=O)c(-c2ccc(C)cc2)[n+]([O-])c2ccccc21	13	1	2	7	7	7	-5	4	-3	-6
CC(C)(C)c1ccc(-c2nnc(SCC(=O)O)n2N)cc1	5	5	-3	1	-3	1	0	-2	10	1
CCOc1ccc(C(=O)NCC(=O)N2CCCCCCC2)cc1	8	4	-7	-2	-5	4	3	3	-4	-6
COc1cc(CCCN2C(N)=NC[C@@H]2Cc2ccccc2)cc(OC)c1OC	-1	0	0	2	3	-2	-3	4	3	3
CCOC(=O)c1cncc(C(=O)O)c1	-5	4	5	-2	6	3	3	6	3	-3
O=C(NNC(=O)C1CC(=O)N(Cc2ccccc2)C1)c1ccc(Br)cc1 (stereo unspecified)	-1	2	1	0	0	2	0	3	11	1
COc1cccc(/C=C2\SC(=O)N(CCC(=O)NC3CCS(=O)(=O)C3)C2=O)c1 (stereo unspecified)	9	-1	4	1	9	0	-1	-4	3	-1
CCCCOc1cc(=O)[nH]c(=O)[nH]1	-6	3	15	3	2	2	-2	5	-5	-5
COCCCNC(=O)C(=O)NC1CCCCCC1	1	-5	3	0	-4	-1	-3	3	-8	2
CCc1nc(SCc2ccccn2)[nH]c(=O)c1C	4	9	-1	-1	2	0	-2	-5	8	-5
COC(=O)[C@H](C)NC(=O)Nc1ccc(OC)c(OC)c1	1	1	-2	2	3	2	-2	4	7	2
Nc1nc(SCC(=O)Nc2ncc(C(F)(F)F)cc2Cl)n[nH]1	-3	-2	-3	0	14	-3	3	-5	12	0
CC1CN(C(=O)/C=C/c2cccc([N+](=O)[O-])c2)CC(C)O1 (stereo unspecified)	-10	0	-1	-2	11	-11	6	-2	-2	-4
COCCNC(=O)C(=O)NCCN1CCOCC1	10	-4	-3	1	-2	-5	4	-2	5	-2
Cc1ccc(C2c3c(n[nH]c3C)C(=O)N2Cc2ccccc2)cc1 (stereo unspecified)	4	5	-1	-1	/	-10	0	-6	-5	5
CCOc1ccc(NC(=O)CN(C)C(=O)C2CSC3(C)CCC(=O)N23)cc1OCC (stereo unspecified)	5	1	1	-1	6	5	-2	6	-1	-5
CCCn1c2ccc(F)cc2c2nnc(SCCN3CCOCC3)nc21	-9	-5	2	-5	6	5	-6	11	4	-2
CCOC(=O)N1CCN(C(=O)/C=C/c2c(C)nn(-c3ccc(F)cc3)c2Cl)CC1	1	-2	-5	-6	4	-5	0	-1	1	1
Cc1ccccc1C(=O)OC1OC(=O)C(Cl)=C1Nc1ccc(C(=O)O)cc1 (stereo unspecified)	-2	-2	3	2	2	-3	-4	3	-3	5
CC(C)n1c(O)c(N=NC(=O)CNC(=O)c2cccnc2)c2ccccc21	-1	10	4	-2	-4	3	0	2	-2	-8
Cc1cc(NS(=O)(=O)c2ccc(NC(=O)COc3ccc(Br)cc3)cc2)nc(C)n1	-7	-12	3	36*	-2	-18	-8	4	-7	5
COC(=O)c1sc2nc(CN3CCOCC3)nc(N3CCOCC3)c2c1C	3	-8	2	-2	0	-2	4	-4	0	-4
Cc1ccccc1NC(=O)C(=Cc1ccc(C(=O)O)cc1)C(=O)Nc1ccccc1C	23	0	0	10	0	-2	1	7	-1	3
CC(C)[C@H](NC(=O)[C@@H]1Cc2ccccc2CN1C(=O)OC(C)(C)C)C(=O)NCC1CCCO1 (stereo partly specified)	5	2	3	-8	1	2	-1	-1	-6	-1
CN(C(=O)CN1CCN(c2cc(-c3ccc(OCc4ccccc4)cc3)ncn2)CC1)c1ccccc1	-1	1	-2	7	/	-12	-1	-1	-1	1

The list is partial; the hit share may differ from the screen's.
